Bioassay records deposited in PubChem by National Center for Advancing Translational Sciences (NCATS).
FEN1 inh: qHTS Assay for the Inhibitors of Human Flap endonuclease 1 (FEN1); Recombinant FEN1 flap cleavage, fluorescence, 15 min; Potency, µM (titrated, usually from 114 µM), for the others: top-dose activity change, negative = inhibition, usual class: inhibitors; hit rate 0.35% among 390,000; also: nearly all actives have a fitted effect of over 65% in size
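Read-out was taken twice, immediately and after 15 min, following addition of 50 nM substrate to 10 nM FEN1 that had sat with test compound for 15 min at room temperature. Curves came from a four-parameter Hill model.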
DT40 TDP1 CPT: qHTS for Inhibitors of human tyrosyl-DNA phosphodiesterase 1 (TDP1): qHTS in cells in presence of CPT | Potency, µM (titrated, usually from 46.2 µM), inactives show at the highest dose activity change, negative = growth inhibition, actives largely listed as inhibitors | chicken DT40 Tdp1-/-;hTDP1 cells + 20 nM CPT, ATP luminescence, 48 h | hit rate 12% among 420,000; also: nearly all actives have a fitted effect of over 55% in size
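Chicken DT40 Tdp1-/- cells complemented with human TDP1, 400 cells/well, exposed to compounds plus 20 nM camptothecin for at least 48 h at 37 C; viability read as ATP content by CellTiter-Glo luminescence.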
KAT2A inh: qHTS Assay for Inhibitors of GCN5L2; Potency, µM (series often up to 58.9 µM), without a hit: at the highest dose activity change, negative = inhibition, hits mostly inhibitors; GCN5L2 HAT assay, ThioGlo1 CoA-SH fluorescence; hit rate 0.21% among 390,000
Target sequence (Q92830 whole entry, looked up): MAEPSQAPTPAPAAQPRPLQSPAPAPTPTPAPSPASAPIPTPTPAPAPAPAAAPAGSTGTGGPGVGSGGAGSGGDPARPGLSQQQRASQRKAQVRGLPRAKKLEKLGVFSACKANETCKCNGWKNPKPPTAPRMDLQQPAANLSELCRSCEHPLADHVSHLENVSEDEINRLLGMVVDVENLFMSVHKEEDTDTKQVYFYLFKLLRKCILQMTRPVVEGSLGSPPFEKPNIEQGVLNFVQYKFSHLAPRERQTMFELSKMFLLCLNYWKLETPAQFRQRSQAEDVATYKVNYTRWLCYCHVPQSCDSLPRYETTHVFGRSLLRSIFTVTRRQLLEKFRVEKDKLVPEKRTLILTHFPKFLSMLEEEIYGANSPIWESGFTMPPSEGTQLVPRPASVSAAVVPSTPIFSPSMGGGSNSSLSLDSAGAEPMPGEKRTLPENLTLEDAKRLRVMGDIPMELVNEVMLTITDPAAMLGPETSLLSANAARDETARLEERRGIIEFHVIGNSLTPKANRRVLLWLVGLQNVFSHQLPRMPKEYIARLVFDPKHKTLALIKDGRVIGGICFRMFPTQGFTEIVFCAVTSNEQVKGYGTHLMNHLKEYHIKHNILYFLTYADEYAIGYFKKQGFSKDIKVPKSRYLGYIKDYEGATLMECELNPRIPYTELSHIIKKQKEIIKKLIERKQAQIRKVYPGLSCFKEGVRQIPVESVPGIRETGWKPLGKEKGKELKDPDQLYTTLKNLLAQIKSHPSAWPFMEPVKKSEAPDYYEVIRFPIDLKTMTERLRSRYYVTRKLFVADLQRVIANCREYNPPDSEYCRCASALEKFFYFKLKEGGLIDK
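Preincubate 20nM GCN5L2 with compound 15 min, RT → add 50uM ThioGlo1 + 75uM H3(1-25) + 70uM acetyl-CoA → read fluorescence 0 and 20 min. Primary qHTS; fluorescent artifacts likely.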
Numbers without * were called inactive; ? = inconclusive; . = no result given; & = joins results of further samples. Calls follow the shape of the dose curve; as a rule, active = well fitted curve in the direction sought with a large enough effect; inconclusive = small, poorly fitted or top-dose-only effect, or another doubt; inactive = no such curve, though single readings can be large; an effect the other way counts as inactive or inconclusive. % is scaled to controls: 0 for no effect and ±100 for the full control effect; potency is read from the fitted curve at half-maximal effect. Only part of the results is shown; the hit share may differ from the screen's.

SMILES	FEN1 inh	DT40 TDP1 CPT	KAT2A inh
COC(=O)C1=C(C)NC(C)=C(C(=O)OC)C1C(=O)OCC(=O)N1c2ccccc2CC1C (configuration not stated)	9%&-4%	?	-3%
Cc1cc(C)c2c(n1)SCC(=O)N2CC(=O)Nc1ccc(Br)c(C)c1	15%	-19%	4%
COc1ccc(OCC(=O)NC(=S)Nc2ccccc2F)cc1	-6%	1%	3%
O=[N+]([O-])c1ccc(/C=[N+](\[O-])[C@@H]2CCCC[C@@H]2/[N+]([O-])=C/c2ccc([N+](=O)[O-])o2)o1	-6%	7.3µM*	15%
Cc1[nH]nc(N)c1-c1ccccc1	22%	-5%	19%
O=C1CC(N2CCCN(C3CC(=O)N(c4ccc(F)cc4)C3=O)CC2)C(=O)N1c1ccc(F)cc1 (configuration not stated)	2%	?	0%
CC1(C)CC2CC(C)(CN2C(=O)COC(=O)c2ccc(Cl)cc2N)C1 (configuration not stated)	1%	-15%	-6%
CC(=O)N/N=C\c1cccc(OC/C=C/c2ccccc2)c1	-15%	-22%	0%
COC(=O)C1CCN(Cc2c(C(=O)N3C[C@@H](C)O[C@@H](C)C3)nc3ccc(Cl)cn23)CC1	20%	11%	-6%
COc1ccccc1C(=O)NC(C)c1ccc(-n2ccnc2)cc1 (configuration not stated)	-8%	-21%	-11%
S=C(Nc1ccc(Cl)cc1Cl)Nc1ccccc1Oc1ccccc1	-19%	-23%	7%
CN(CC(=O)Nc1ccccc1Br)CC(=O)Nc1ccccc1-c1ccccc1	-13%	?	-6%
COc1ccc(OC)c2c1sc(=NC(=O)C1CCCCC1)n2C	-2%	-1%	-5%
CCOC(=O)c1c(NC(=O)COC(=O)c2ccccn2)sc(C)c1C	20%	2%	-1%
Cc1ccccc1N(CC(=O)N/N=C/c1cc(Br)c(C)o1)S(C)(=O)=O	-9%	-11%	-9%
C=CCn1c(=O)/c(=C/c2ccc(Cl)cc2)s/c1=C(/C#N)c1nnc2n1CCCCC2	9%	?	-14%
Clc1ccc(-c2[nH]ncc2N=Nc2ccccc2)cc1	7%	?	-19%
CC(C)(C)N(Cc1ccccc1)C(=O)c1ccc(Cl)cc1[N+](=O)[O-]	2%	-26%	-2%
COCCn1c(=O)c(CCc2ccccc2)nc2cnc(Oc3cccc(Cl)c3)nc21	.	?	-14%
COC(=O)c1cc(S(=O)(=O)N2CCCC2)c(Cl)cc1Cl	-9%	20%	-5%

Continued; it opens with the 5 that closed the last part.
SMILES	FEN1 inh	DT40 TDP1 CPT	KAT2A inh
C=CCn1c(=O)/c(=C/c2ccc(Cl)cc2)s/c1=C(/C#N)c1nnc2n1CCCCC2	9%	?	-14%
Clc1ccc(-c2[nH]ncc2N=Nc2ccccc2)cc1	7%	?	-19%
CC(C)(C)N(Cc1ccccc1)C(=O)c1ccc(Cl)cc1[N+](=O)[O-]	2%	-26%	-2%
COCCn1c(=O)c(CCc2ccccc2)nc2cnc(Oc3cccc(Cl)c3)nc21	.	?	-14%
COC(=O)c1cc(S(=O)(=O)N2CCCC2)c(Cl)cc1Cl	-9%	20%	-5%
O=C1CCC(C(=O)N2CCN(c3cnccn3)CC2)CN1CCc1cccc(F)c1 (configuration not stated)	-6%	-9%	-15%
CCN(CC)c1ccc(CNCCCSc2nnnn2C)cc1	1%	?	0%
COc1cccc(CNc2ccc([N+](=O)[O-])cc2Cl)c1O	-13%	?	-8%
Cc1cc(C=C(C#N)C#N)c(C)n1-c1ccccc1	-5%	?	-8%
O=C(C/C(=N/O)c1ccccc1O)C(F)F	17%	-13%	0%
CC(C)(C)c1ccc(C(=O)N2CCN(Cc3cc(=O)n4nc(-c5ccccc5F)sc4n3)CC2)cc1	-5%	4%	6%
CN1CCN(C(=O)C2CCCN(S(=O)(=O)c3ccc(Br)cc3)C2)CC1 (configuration not stated)	7%	?	1%
COC(=O)c1c(C)sc(-c2c(-c3ccc4c(c3)OCCO4)[nH]c3c2c(=O)n(C)c(=O)n3C)c1O	-6%	0%	-12%
CC1CCN(C(=O)CNC(=O)CNS(=O)(=O)c2ccccc2)CC1	20%	-14%	-1%
CNc1nn(-c2cccc(Cl)c2)nc1N	4%	?	-8%
COCCN1CCn2c(nc3cc(NC(=O)Cn4nc(C)c5ccccc5c4=O)ccc32)C1	-3%	10%	-5%
COc1ccc(C(=O)OCC(=O)NC2CCCC2)c(OC)c1	15%	?	0%
c1ccc(Nc2ncnc3ccc(-c4cccnc4)cc23)cc1	.	?	-11%
Nc1nc(COc2ccccc2)cs1	4%	2%	1%
C=C1C=C(C)n2ncc(C(=O)N(CCc3ccccc3)Cc3ccccc3)c2N1	-8%	?	.
CCNc1nc2[nH]c(=O)c3c(c2s1)OC(N)=C(C#N)C3c1ccc(C)cc1 (configuration not stated)	-13%	11%	-6%
Cc1cccc(-n2c(CNC(=O)Cc3ccccc3)n[nH]c2=S)c1	-2%	21%	-13%
O=C(Cn1ncc2c([nH]c3ccccc32)c1=O)N1CCN(c2ccccc2F)CC1	-9%	?	-6%
Cc1cc(C)cc(NC(=O)COC(=O)Cn2cnc3c2c(=O)n(C)c(=O)n3C)c1	7%	-7%	2%
Clc1cccc(CSc2ccc(-c3cccs3)nn2)c1	-7%	-4%	-2%
COc1ccc(C)cc1NS(=O)(=O)c1ccc2c(c1)N(C)CCO2	-16%	?	-3%
O=[N+]([O-])c1cc(-c2ccccc2)cc([N+](=O)[O-])c1O	-14%	?	.
Cc1cc(C(=O)NCC(=O)OCC(=O)N2CCCCCC2)ccc1[N+](=O)[O-]	8%	-3%	0%
Cc1ccc(S(=O)(=O)N2CCN(C(=O)Cn3nc(C)c([N+](=O)[O-])c3C)CC2)cc1	1%	-1%	2%
CCCC(=O)Nc1cc2c(cc1C(C)=O)OCCO2	12%	-12%	3%
Cc1oc(C)c(C(=O)O)c1COc1ccc(C(=O)O)cc1	-4%	-4%	.
CCOc1ccccc1C(=O)NC(C(=O)NCc1ccc(F)cc1)C(C)C (configuration not stated)	1%	?	-2%
CCOc1ccc(OCCN2C(=O)NC3(CCCc4ccccc43)C2=O)cc1 (configuration not stated)	-2%	-13%	-2%
CCCCn1c(NCc2cc(Cl)ccc2O)nc2ccccc21	2%	.	-2%
CCOc1ccccc1NS(=O)(=O)c1ccc2[nH]c3c(c2c1)CCCCC3	-15%	.	-1%
CCCCCCCCC(=O)NCCOc1ccccc1	0%	-3%	-5%
CCN(CC(=O)Nc1c(F)cccc1F)C(=O)c1ccc2c(c1)NC(=O)C(C)S2 (configuration not stated)	1%	-16%	2%
Nc1nc2ncc(C(=O)c3cc(Cl)cc(Cl)c3O)cc2s1	-12%	1%	-3%
COc1ccc(-n2nc(C(=O)N3CCN(c4ccccc4OC)CC3)c3c4ccccc4n(C)c3c2=O)cc1	-8%	-6%	1%
Cc1cccc(C(=O)Nc2sc(C(=O)N3CCCC3)c(C)c2C#N)c1	8%	?	-1%
Cc1nn(CC(=O)Nc2cccc(C(F)(F)F)c2)c(=O)c2nn(-c3ccccc3)c(C)c12	7%	-2%	-19%
CC(=O)N[C@@H](C)C(=O)N1CCC(n2nccc2NC(=O)CCCc2ccccc2)CC1	-5%	8%	5%
Cc1ccccc1OCC(=O)NC(Cc1c[nH]c2ccccc12)C(=O)O (configuration not stated)	8%	5%	-3%
Cc1nc(SCc2cccc(Oc3ccccc3)c2)n[nH]1	-17%	?	-4%
Cc1ccc(C(=O)Nc2ccccc2C(N)=O)o1	5%	-14%	.
COc1ccc(C2C(C(=O)OCC3CCCO3)=C(C)NC3=C2C(=O)CC(c2ccco2)C3)cc1O (configuration not stated)	1%	?	-12%
COC(=O)c1ccccc1NC(=O)NCc1ccccn1	-2%	?	4%
Cc1cc(C)c(NC(=O)CCCN2CCN(C)CC2)c(C)c1	2%	10%	-13%
O=C(COC(=O)c1ccco1)c1ccc(Cl)cc1	6%	-90%	-3%
C[C@H]1CN=C(Nc2ccccc2)N1CC1CCCCCC1	-4%	18µM*	-4%
CCOc1ccccc1NC(=O)CCNC(=O)c1ccco1	2%	5%	-1%
Cc1cccc(NC(=O)Cc2ccc(F)cc2)c1	-3%	13%	-7%
COn1c(=O)c(-c2ccccc2)[n+]([O-])c2ccccc21	2%	9%	-8%
O=C(COC(=O)c1ccccc1-c1nc2ccccc2s1)NC1CCS(=O)(=O)C1 (configuration not stated)	-2%	-1%	0%
O=C(O)CSC1=NC(=Nc2ccc(Cl)cc2)C2(CCCCC2)N1c1cccc(C(=O)O)c1	0%	-14%	-3%
CCc1ccccc1NC1=NCC(=O)N1Cc1ccccc1	-7%	?	-17%
COc1cc(OC)cc(C(=O)NNC(=O)NC2CCCCC2)c1	0%	-5%	0%
CCCN1CCC(=O)N(CCO)CC1	-3%	15%	-3%
COc1cc(CN(C(=O)c2ccc(OC(C)C)cc2)c2ccccn2)cc(OC)c1OC	9%	2.3µM*	-1%
CCn1c(-c2ccccc2)csc1=Nc1ccc(O)cc1	-22%	?	-9%
Cc1cccc(C2=Nc3ccccc3N=C(c3cc(Cl)ccc3O)C2)c1	8%	?	-6%
O=C(CN1C(=O)NC2(CCCC2)C1=O)OCCOc1cccc(Br)c1	-7%	?	1%
Cc1ccc(CNS(=O)(=O)c2ccc3[nH]c4c(c3c2)CCCC4)cc1	19%	0%	-14%
Cc1cc(C)c(S(=O)(=O)N2CCCC(C(=O)NCc3cccnc3)C2)c(C)c1 (configuration not stated)	6%	16µM*	-5%
CCN(CC)CCNC(=O)/C(=N\O)c1ccccn1	-5%	-9%	-4%

5 records picked at random from those above, as already listed:
SMILES	FEN1 inh	DT40 TDP1 CPT	KAT2A inh
Cc1cccc(NC(=O)Cc2ccc(F)cc2)c1	-3%	13%	-7%
S=C(Nc1ccc(Cl)cc1Cl)Nc1ccccc1Oc1ccccc1	-19%	-23%	7%
O=C(O)CSC1=NC(=Nc2ccc(Cl)cc2)C2(CCCCC2)N1c1cccc(C(=O)O)c1	0%	-14%	-3%
Cc1ccccc1N(CC(=O)N/N=C/c1cc(Br)c(C)o1)S(C)(=O)=O	-9%	-11%	-9%
CNc1nn(-c2cccc(Cl)c2)nc1N	4%	?	-8%

(more compounds)
SMILES	FEN1 inh	DT40 TDP1 CPT	KAT2A inh
COc1cccc(CC(=O)NNC(=O)c2c(-c3ccccc3)noc2C)c1	18%	-1%	0%
CCOc1ccc(S(=O)(=O)Nc2ccc3c(c2)CCCN3C(=O)c2cccs2)cc1	7%	?	-24%
O=C(COC(=O)CCNS(=O)(=O)c1ccccc1)NC(=O)Cc1ccccc1	-1%	-6%	1%
COc1ccc(Cc2c(O)nc(SCC(=O)N3CCOCC3)[nH]c2=O)cc1	-7%	-3%	-7%
CC(=Nc1ccccc1)Nc1ccccc1	-3%	-2%	-2%
CCc1c(C)nc2ncnn2c1N1CCC(C(=O)NCc2ccc3c(c2)OCO3)CC1	-10%	?	-4%
CCc1cccc(C)c1NC(=O)CN1CCN(S(=O)(=O)c2ccc(C(C)(C)C)cc2)CC1	4%	-42%	-6%
Cc1cc(CN(C)C(=O)c2ccc(OC3CCN(S(=O)(=O)N(C)C)CC3)cc2)n[nH]1	-4%	-11%	-6%
O=C(CSc1nccc(=O)[nH]1)Nc1cc(C(F)(F)F)ccc1N1CCOCC1	10%	-11%	-2%
Cc1ccc(S(=O)(=O)N(CCC#N)C2CCCCC2)c2nsnc12	5%	16µM*	-2%
Cc1cc2ncn(C(=O)c3c(-c4ccccc4)noc3C)c2cc1C	-23%	-18%	-4%
CCc1c(C2(O)CCCCC2)[nH]c2ccc(C(F)(F)F)cc12	-11%	18µM*	-11%
COc1ccc(OC)c(NC(=O)CCN2CCCCC2)c1	-13%	-4%	-3%
O=C([C@@H]1CC=C[C@@H]2CCN(C3CCCCC3)C(=O)[C@@H]21)N1CCOCC1	-14%	0%	.
O=C(NNC(=O)C1CCC1)c1ccccc1F	5%	0%	-8%
CCC(=O)c1ccc(OCC(=O)OCC(=O)c2cc(C)n(CC3CCCO3)c2C)cc1 (configuration not stated)	-8%	2%	1%
CC(C)(C)OC(=O)N[C@@H](Cc1ccccc1)C(=O)N1CCC(C(=O)N[C@@H](Cc2c[nH]c3ccccc23)C(=O)O)CC1	-4%	-2%	1%
O=C(NCc1cccnc1)C(=O)Nc1nc(-c2ccccc2)cs1	1%	11%	-1%
CCc1ccc(C(=O)NC(=S)Nc2ccc3c(c2)OCCO3)cc1	?	?	-3%
CN(Cc1cc(=O)n2ccsc2n1)C1CCCCC1	1%	1%	-5%
Cc1cc(F)ccc1S(=O)(=O)N1CCCOC1CNC(=O)C(=O)NCc1ccc2c(c1)OCO2 (configuration not stated)	-5%	-21%	-10%
Cn1cc(CN2CCCC(C(=O)Nc3cccc(-c4cc5ccccc5[nH]4)c3)C2)cn1 (configuration not stated)	-15%	?	-6%
